ATXN2 expr inh = ATXN2 expression inhibition; HEK-293 ATXN2-luciferase reporter, luminescence, 24 h; Potency, µM (titrated, usually from 57 µM), for the others: at the highest dose activity change, negative = inhibition, most hits filed as inhibitors; 0.72% of 360,000 active; AID 1745845; further: potency means the concentration at half of the fitted maximal effect; on the % scale 0 is the no-effect control and ±100 the full control effect; nearly all actives have a fitted effect of over 55% in size
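qHTS (up to 57 uM final) was run with 24 h compound exposure of reporter cells at 37 °C. Each well was multiplexed: SteadyGlo luminescence measured ATXN2-luciferase expression after a fluorogenic Gly-Phe-AFC viability readout (25 uM final).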
HepG2 viability = counter-screen for TGF-b inhibitors: cytotoxicity in HepG2 cells. AID 588856. 0.76% of 410,000 active. HepG2 CAGA-GFP viability, ATP luminescence, 18 h. Potency, µM (series often up to 46.1 µM), for inactives: at the highest dose activity change, negative = cytotoxicity, hits mostly cytotoxic; further: potency means the concentration at half of the fitted maximal effect; some results filed as inactive show a strong effect at the top dose
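CellTiter-Glo luminescence gave cytotoxicity after 18 hours at 37 degrees C. The cells were HepG2 CAGA-GFP in 1% FBS DMEM, stimulated with 500 pg/mL TGF-beta after compound addition. %Activity was normalised to no-cell wells (complete cell-killing) and DMSO (no toxicity), and curves were fitted and classified.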
IL-1B inflam inh = blocks inflammasome-driven IL-1 beta release. THP-1 LPS/ATP IL-1B secretion, AlphaLISA, 16 h; active compounds read low. activity change, % at 57.5 µM. AID 743279. 4.7% of 360,000 active; in the data active means activity change below about -50%; inconclusive means mostly about -30% to -49%; further: on the % scale 0 is the no-effect control and ±100 the full control effect
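Secreted IL-1B measured by AlphaLISA bead assay after 16 h compound exposure of THP-1 cells; compounds (final up to 57.5 uM) added 1 h before LPS (250 ng/mL) and ATP (1.25 mM) stimulation; lower signal means less secretion.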
HT1080 IDH1KD tx = HT-1080 IDH1 knockdown cell toxicity (counter line); Potency, µM (highest dose often 46.1 µM), inactives show at the highest dose activity, negative = toxicity, usual class: cytotoxic; 2% of 360,000 active; AID 686971; HT-1080 IDH1 knockdown viability, ATP luminescence, 48 h;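 further: potency means the concentration at half of the fitted maximal effect; 0% = DMSO wells and -100% = cell-free medium wells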
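Knockdown cells (IDH1KD HT-1080) received compounds 2 h after plating at 750 cells/well and were kept 48 h at 37 °C in 5% FBS RPMI. A CellTiter-Glo luminescence read gave % activity for curve fitting.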
SW480 rerep = DNA re-replication induction in SW480 cells; SW480 DNA re-replication, Hoechst DNA content imaging, 48 h; Potency, µM (top dose mostly 46.1 µM), inactives show at the top dose re-replication activation, most hits filed as activators; 1.8% of 340,000 active; further: potency means the concentration at half of the fitted maximal effect; % of control where 0% means no effect; nearly all actives have a fitted effect of over 55% in size
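SW480 cells exposed to compounds for 48 hr at 37 C, 5% CO2, then Hoechst-stained 40 min. Nuclear DNA content imaged by fluorescence scanning (405 nm excitation, 500-530 nm emission); re-replication scored as increased high-intensity nuclei.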
S2 tox = cell viability loss in ATXN counter-screen | 0.49% of 400,000 active | Potency, µM (series often up to 56.7 µM), actives largely listed as cytotoxic | S2 cells (HEK-293 line with an ATXN2-luciferase reporter) viability, CellTiter-Fluor protease fluorescence, 24 h; further: potency means the concentration at half of the fitted maximal effect; nearly all actives have a fitted effect of over 40% in size
KB-3-1 cytotox = kills parental KB-3-1 adenocarcinoma cells; KB-3-1 viability, CellTiter-Glo ATP luminescence, 72 h; Potency, µM (doses to about 46.1 µM), for inactives: at the top dose activity change, negative = cytotoxic, hits mostly cytotoxic; 1.4% of 400,000 active; further: potency means the concentration at half of the fitted maximal effect; on the % scale 0 is the no-effect control and ±100 the full control effect; nearly all actives have a fitted effect of over 60% in size
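KB-3-1 cells, DMEM (no phenol red) + 10% FBS; compound by pin transfer, 72 h, 37 °C. Readout: CellTiter-Glo luminescence after 10 min. Data normalized, curve-fitted.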
HT1080-NT tox = kills 2HG-producing HT-1080-NT fibrosarcoma cells; HT-1080-NT fibrosarcoma viability, CellTiter-Glo ATP luminescence, 48 h; 1.6% of 360,000 active; AID 686970; Potency, µM (top dose mostly 46.1 µM), for the others: at the highest dose activity, negative = less viability, most hits filed as cytotoxic;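 further: NT is the 2HG producing partner of a matched IDH1 knockdown line; potency means the concentration at half of the fitted maximal effect; 0% = DMSO-treated cells and -100% = media-only wells without cells; nearly all actives have a fitted effect of over 55% in size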
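Viability of the 2HG-overproducing fibrosarcoma line after 48 hours of compound exposure at 37 degrees C was determined by luminescence with CellTiter-Glo, and concentration-effect curves were then fitted and categorized.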
MCF10A rerep = induces DNA re-replication in MCF 10a normal breast cells; MCF 10A DNA re-replication, Hoechst nuclear intensity, 48 h; Potency, µM (series often up to 46.1 µM), without a hit: at the top dose activity, positive = re-replication, hits mostly activators; 2.9% of 350,000 active; AID 624296; further: potency means the concentration at half of the fitted maximal effect; % of control where 0% means no effect; nearly all actives have a fitted effect of over 50% in size
* marks the source's active call; other numbers are inactive results; i = inactive; ? = inconclusive; . = no result given; [ ] = dose if it differs, or a comment. Unless noted, the call rests on the fitted dose curve; in most records, active means well fitted curve in the direction sought with a large enough effect; inconclusive means small, poorly fitted or top-dose-only effect, or another doubt; inactive means no such curve, though single readings can be large; an effect the other way counts as inactive or inconclusive.

SMILES	ATXN2 expr inh	HepG2 viability	IL-1B inflam inh	HT1080 IDH1KD tx	SW480 rerep	S2 tox	KB-3-1 cytotox	HT1080-NT tox	MCF10A rerep
O=C1Nc2ccc(S(=O)(=O)NCc3ccco3)c3cccc1c23	1%	9%	9	-16%	?	i	7%	-16%	16%
Cc1cc(Cl)c(OCCCN2CCCCC2)c(Br)c1	-17%	-27%	-79*	-14%	-2%	?	?	-15%	-1%
Cc1ccc(NC(=O)c2ccccc2-c2ccccc2C(=O)O)cc1C	-6%	-2%	35	-2%	-1%	i	17%	-3%	-15%
Cc1cc(C)cc(NC(=O)CSc2nc3nc(C)cc(C)n3n2)c1	3%	-3%	-18	1%	-1%	i	2%	-2%	6%
Cc1ccc(N(C(C)C(=O)N2CCN(Cc3ccccc3)CC2)S(C)(=O)=O)cc1 (stereo not given)	-8%	-17%	13	-6%	?	i	-10%	1%	17%
COc1ccc(CC(=O)OCC(=O)NC2CCCC(C)C2C)cc1 (stereo not given)	-6%	-2%	3	8%	-2%	i	1%	10%	-1%
CN(CCOc1ccc(Cl)cc1)c1ccc(S(=O)(=O)N2CCCCC2)cn1	-16%	-14%	0	-12%	0%	i	-25%	4%	6%
O=C(CNS(=O)(=O)c1ccc([N+](=O)[O-])cc1)N/N=C/c1ccc(O)cc1O	24µM*	-32%	87	?	?	i	?	?	20%
COc1cccc(C2(c3cccc(OC)c3)CC2C(=O)Nc2ccccc2Cl)c1 (stereo not given)	-20%	-23%	11	21µM*	?	i	-3%	?	28%
COCCNC(=O)[C@@H]1CSC2c3ccc(OC)c(OC)c3C(=O)N21 (stereo not given in full)	-3%	4%	-12	-2%	-12%	i	-2%	1%	3%
CC1=C(C(=O)N(C)C)CC(CC(=O)NCCN2CCOCC2)C(=O)N1CCC1=CCCCC1 (stereo not given)	2%	2%	18	19%	.	i	-2%	3%	.
COC(=O)C1=CN(c2ccc(F)cc2)C(N)=C(C#N)C1c1cccc(F)c1 (stereo not given)	.	.	-16	23µM*	.	.	?	?	.

Reformatted: four of the compounds above.
mol | ATXN2 expr inh | HepG2 viability | IL-1B inflam inh | HT1080 IDH1KD tx | SW480 rerep | S2 tox | KB-3-1 cytotox | HT1080-NT tox | MCF10A rerep
Cc1ccc(NC(=O)c2ccccc2-c2ccccc2C(=O)O)cc1C | -6% | -2% | 35 | -2% | -1% | i | 17% | -3% | -15%
Cc1cc(C)cc(NC(=O)CSc2nc3nc(C)cc(C)n3n2)c1 | 3% | -3% | -18 | 1% | -1% | i | 2% | -2% | 6%
Cc1ccc(N(C(C)C(=O)N2CCN(Cc3ccccc3)CC2)S(C)(=O)=O)cc1 (stereo not given) | -8% | -17% | 13 | -6% | ? | i | -10% | 1% | 17%
COc1ccc(CC(=O)OCC(=O)NC2CCCC(C)C2C)cc1 (stereo not given) | -6% | -2% | 3 | 8% | -2% | i | 1% | 10% | -1%

(continued)
SMILES	ATXN2 expr inh	HepG2 viability	IL-1B inflam inh	HT1080 IDH1KD tx	SW480 rerep	S2 tox	KB-3-1 cytotox	HT1080-NT tox	MCF10A rerep
Cc1cccc(OCCn2cnc(Cl)c2Cl)c1	6%	-31%	-52*	-7%	-3%	i	12%	7%	-7%
O=c1cccc(-c2cccc3ccccc23)o1	.	.	-6	14%	.	.	19%	23%	.
N#Cc1c(NC(=O)CSc2n[nH]c(Cc3ccccc3)n2)oc(-c2ccccc2)c1-c1ccccc1	-20%	-86%	-3	-7%	-4%	i	0%	-5%	?
O=C(O)CN1CCN(Cc2ccc(Cl)cc2)C1=O	7%	11%	14	4%	-1%	i	7%	8%	-23%
CN(Cc1ccccc1)C(=O)c1cn(C)c2ccc(S(=O)(=O)N3CCCC3)cc2c1=O	3%	0%	11	3%	17%	i	0%	3%	0%
Cc1cccc(C)c1NC(=O)C1(NC(=O)c2cnccn2)CCCCC1	-9%	-1%	20	1%	22%	i	-7%	0%	?
Cc1ccc(S(=O)(=O)N2CCN(c3nc(CN4CCCC4)nc4sc(C)c(C)c34)CC2)cc1	-34%	-38%	?	-15%	-3%	?	-5%	-25%	22%
COc1ccc(C2=NOC(C(=O)Nc3cc(C)nn3-c3ccccc3)C2)cc1OC (stereo not given)	0%	-14%	13	-3%	-2%	i	9%	-3%	2%
Cc1ccccc1-c1nc(S(=O)(=O)c2ccc(Br)cc2)c(NCc2cccnc2)o1	-34%	-17%	?	?	5%	?	1%	-1%[9.24 µM]	25%
O=C(N=c1ccn(-c2nc3ccccc3nc2NS(=O)(=O)c2ccc(Cl)cc2)cc1)c1cccs1	-7%	-11%	-6	2%	?	.	5%	1%	2%
Cc1[nH]nc(NNC(=O)c2ccccc2)c1[N+](=O)[O-]	10%	1%	20	17%	0%	i	13%	7%	-4%
COc1ccc(OC)c(NC(=O)CSc2nc3[nH]c(=O)[nH]c(=O)c3s2)c1	7%	-3%	17	7%	29%	i	7%	6%	4%
O=C(NC(=S)Nc1ccc(N2CCOCC2)cc1)c1ccccc1	7%[11.3 µM]	0%	?	-3%	-14%	i	-13%	-7%	9%
CC(NC(=O)C(=O)N1CCCCC1)C(c1cccs1)N1CCN(c2ccccc2)CC1 (stereo not given)	-3%	-13%	10	6%	-3%	i	-9%	1%	0%
NC(=O)C1(C(N)=O)OC1c1ccc(Cl)c(Cl)c1 (stereo not given)	.	25%	-9	8%	-3%	?	4%	12%	-1%
COc1ccc(CCNC(=O)CC2SC(N)=NC2=O)cc1OC (stereo not given)	-3%	10%	0	22%	?	i	1%	28%	-4%
C#CC(CC)(CC)NC(=O)c1cc(S(=O)(=O)N2CCCCC2)ccc1N1CCOCC1	-4%	-14%	-2	7%	-6%	i	?	8%	-3%
CCOC(=O)NN=C1CCC(c2ccccc2)CC1 (stereo not given)	6%	16%	8	3%	-8%	i	-6%	0%	?
CCO[C@@H]1OC(C(=O)Nc2ccccc2)=C[C@H](C)[C@H]1CCCO	13%	17%	20	16%	-5%	i	13%	14%	0%
O=C(CCc1nc2ccccc2s1)OCC(=O)c1ccc[nH]1	15%	-3%	21	-6%	-1%	i	1%	8%	-1%
Cc1ccc(C(=O)CSc2nnc(COc3ccccc3)o2)cc1	-6%	6.3µM*	-9	-7%	7%	i	0%	4%	-4%
Cc1nc(-c2ccc(S(=O)(=O)NCc3ccccn3)s2)cs1	.	-19%	18	2%	-1%	i	-6%	-14%	2%
C[C@H](CO)N1C[C@H](C)[C@@H](CN(C)C(=O)Nc2ccc(F)cc2)Oc2cc(Br)ccc2S1(=O)=O	-10%	-20%	-2	-2%	.	i	9%	-5%	.
COc1ccc(-c2nc(CS(=O)(=O)CC(=O)NCc3cccc(Br)c3)c(C)o2)cc1	-3%	-15%	-23	-5%	1%	i	-2%	5%	0%
O=C(Nc1ccc2nc3n(c(=O)c2c1)CCCC3)c1cccc([N+](=O)[O-])c1	8%	-5%	-6	2%	1%	?	15%	11%	0%
COc1cc(C(=O)OCC(=O)Nc2c(F)cccc2F)cc(OC)c1C	4%	-1%	8	?	-3%	i	9%	0%	3%
CC(C)N(Cc1nccn1C)C(=O)c1cc(COc2ccc3ncccc3c2)on1	-21%	-3%	30	-26%	-2%	i	-23%	?	25%
CCOC(=O)CSc1nnc(Cc2ccccc2)n1-c1cccc(Cl)c1	-7%	-49%	8	7%	-3%	i	3%	15%	19%
NC(=O)[C@@H]1CCCN1Cc1nc(-c2ccccc2)no1	15%	8%	5	4%	0%	i	5%	4%	?
COc1cc(S(=O)(=O)N2CCN(C(=O)C3CC3)CC2)ccc1NC(C)=O	-4%	2%	10	6%	2%	i	14%	9%	?
CN(C)S(=O)(=O)c1ccc(NC(=O)c2cc(-c3cccs3)nc3ccccc23)cc1	-13%	-12%	-18	0%	-2%	i	-12%	-10%	?
O=C(Nc1ccccc1)c1cn(-c2ccccc2)nc1-c1ccccc1	-5%	-17%	.	.	.	i	-6%	.	.

Reprinted from the results shown for reference:
SMILES	ATXN2 expr inh	HepG2 viability	IL-1B inflam inh	HT1080 IDH1KD tx	SW480 rerep	S2 tox	KB-3-1 cytotox	HT1080-NT tox	MCF10A rerep
O=C(Nc1ccc2nc3n(c(=O)c2c1)CCCC3)c1cccc([N+](=O)[O-])c1	8%	-5%	-6	2%	1%	?	15%	11%	0%
COc1cc(C(=O)OCC(=O)Nc2c(F)cccc2F)cc(OC)c1C	4%	-1%	8	?	-3%	i	9%	0%	3%

Ordered by molar mass (low to high): part of the list above.
SMILES	ATXN2 expr inh	HepG2 viability	IL-1B inflam inh	HT1080 IDH1KD tx	SW480 rerep	S2 tox	KB-3-1 cytotox	HT1080-NT tox	MCF10A rerep
Cc1cc(Cl)c(OCCCN2CCCCC2)c(Br)c1	-17%	-27%	-79*	-14%	-2%	?	?	-15%	-1%
CN(C)S(=O)(=O)c1ccc(NC(=O)c2cc(-c3cccs3)nc3ccccc23)cc1	-13%	-12%	-18	0%	-2%	i	-12%	-10%	?
Cc1ccccc1-c1nc(S(=O)(=O)c2ccc(Br)cc2)c(NCc2cccnc2)o1	-34%	-17%	?	?	5%	?	1%	-1%[9.24 µM]	25%

The order is random. About 8.9% of those tested had a hit in this group.
